# POLK inh = DNA polymerase kappa (human) inhibition. purified Pol kappa, fluorescent DNA synthesis assay, 10 min. Potency, µM (highest dose often 107 µM), for the others: top-dose activity, negative = inhibition, usual class: inhibitors. 400,000 tested, 0.53% active. AID 588579; further: potency means the concentration at half of the fitted maximal effect; on the % scale 0 is the no-effect control and ±100 the full control effect
#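 10 nM Pol kappa preincubated 15 min at room temperature with compounds, then reaction started with substrate at 50 nM final. Fluorescence read kinetically at 0 and 10 min; buffer-only wells served as negative control.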
# Pol eta inh = blocks human DNA polymerase eta activity; Q9Y253; recombinant Pol eta, fluorescent DNA replication assay; Potency, µM (doses to about 114 µM), without a hit: top-dose activity change, negative = inhibition, hits mostly inhibitors; 390,000 tested, 1.2% active; further: potency means the concentration at half of the fitted maximal effect; on the % scale 0 is the no-effect control and ±100 the full control effect
#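 Fluorescent replication assay: 50 nM final substrate added after a 15 min room-temperature compound preincubation with 10 nM enzyme. Signal taken at 0 min and again at 10 min.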
# RGS4 inh = human RGS4 inhibition; Transcreener GDP fluorescence polarization, RGS4-accelerated GTP hydrolysis; 390,000 tested, 0.039% active; AID 504845; Potency, µM (titrated, usually from 114 µM), inactives show at the top dose activity change, negative = inhibition, most hits filed as inhibitors; P49798; further: potency means the concentration at half of the fitted maximal effect; on the % scale 0 is the no-effect control and ±100 the full control effect; nearly all actives have a fitted effect of over 75% in size; some results filed as inactive show a strong effect at the top dose
# Target sequence (P49798 whole entry, looked up): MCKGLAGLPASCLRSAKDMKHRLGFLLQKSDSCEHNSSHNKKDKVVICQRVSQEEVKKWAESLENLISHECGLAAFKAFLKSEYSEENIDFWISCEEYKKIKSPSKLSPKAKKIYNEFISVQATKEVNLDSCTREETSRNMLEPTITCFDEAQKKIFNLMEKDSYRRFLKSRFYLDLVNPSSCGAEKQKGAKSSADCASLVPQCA
#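 MLSMR compounds (23 nl, pin-transferred) preincubated 10 min at room temperature with a 500nM (2x) first reagent, then RGS4 at 900nM (2x) plus Transcreener GDP mix added; fluorescence polarization (620/688 nm) read before and after 90 min at 30 °C.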
# ERG-DNA inh = blocks human ERG Ets domain binding to DNA. Potency, µM (doses to about 76.9 µM), without a hit: at the highest dose FP activity, negative = inhibition, usual class: inhibitors. 370,000 tested, 0.028% active. fluorescence polarization, His-ERG Ets domain / labelled DNA. P11308; active means well fitted inhibition curve with a large enough effect in the polarisation, with a control signal flat; inconclusive means small, poorly fitted or top-dose-only effect, or effect the other way, or a change in a side signal; inactive means no such curve, though single readings can be large or run the other way; the % refers to the polarisation;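 further: polarization taken with two DNA probes labelled with fluorescein and Texas red; potency means the concentration at half of the fitted maximal effect; % of control where 0% means no effect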
#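 His-tagged ERG Ets domain (1 uM in the protein solution; 300mM KCl, 50mM Tris-HCl, 1mM EDTA, 1mM DTT, pH 7.5) received compound, then a probe mix of 5 nM fluorescein-DNA and 100nM Texas-615-DNA. Fluorescence polarization was read for both dyes.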
# Anesthetic bind = binds horse apoferritin like a general anesthetic. 350,000 tested, 0.074% active. Potency, µM (series often up to 77.5 µM), for the others: at the highest dose activity change, negative = displacement, usual class: inhibitors. apoferritin/1-aminoanthracene competitive binding, fluorescence. P02791; further: potency means the concentration at half of the fitted maximal effect; on the % scale 0 is the no-effect control and ±100 the full control effect; nearly all actives have a fitted effect of over 20% in size
# Target sequence (P02791 2-175 limits assumed): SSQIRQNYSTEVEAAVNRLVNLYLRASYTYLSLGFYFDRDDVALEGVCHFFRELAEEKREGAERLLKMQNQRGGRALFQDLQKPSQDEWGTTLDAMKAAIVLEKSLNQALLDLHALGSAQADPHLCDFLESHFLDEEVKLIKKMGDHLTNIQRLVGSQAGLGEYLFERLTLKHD
#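 Probe: 1-aminoanthracene (50% saturated, PBS). Protein: horse-spleen apoferritin, 10 uM. Incubation: 10 min, room temperature. Detection: 380 nm excitation, 535 nm emission. Analysis: normalized response, four-parameter Hill.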
# 12-LOX inh = ALOX12 (human) lipoxygenase inhibition. Potency, µM (top dose mostly 108 µM), without a hit: top-dose activity change, negative = inhibition, most hits filed as inhibitors. purified 12hLO, xylenol orange hydroperoxide absorbance. 580,000 tested, 1.1% active. AID 1671190. P18054; further: potency means the concentration at half of the fitted maximal effect; on the % scale 0 is the no-effect control and ±100 the full control effect
#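 Hydroperoxide product was detected by ferrous iron/xylenol orange as the 573 to 405 nm absorbance ratio. Arachidonic acid at 40 uM (final) was turned over for 30 min at room temperature by 150 nM human 12hLO, pH 7.0 Hepes buffer, after 15 min compound preincubation.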
# LDHA block = inhibitors of human lactate dehydrogenase A. purified LDHA, NADH/diaphorase-resazurin fluorescence; active compounds read low. activity change, % (values are at about 110 or 230 µM). 480,000 tested, 0.15% active. AID 1347041; in the data active means activity change below about -30%; inconclusive means mostly about -25% to -30%;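 further: plate controls were DMSO wells for no effect and wells without enzyme for full effect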
#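 Resorufin fluorescence (ex540/em590), read at 0 and 20 min after diaphorase/resazurin addition, reports the NADH left after a 5 min room-temperature reaction of 2 nM human LDH5 with 0.06 mM NADH and 0.2 mM pyruvate.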
# POLB inh = blocks human DNA polymerase beta activity | Pol beta primer extension/strand displacement, fluorescence kinetic | Potency, µM (series often up to 114 µM), without a hit: top-dose activity change, negative = inhibition, most hits filed as inhibitors | 340,000 tested, 1.3% active | AID 485314; further: potency means the concentration at half of the fitted maximal effect; on the % scale 0 is the no-effect control and ±100 the full control effect
#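 Preincubation: enzyme (10 nM) with compound, 15 min, RT. Reaction: substrate added to 50 nM final. Reads: 0 and 10 min. Analysis: normalized, Hill fit.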
# APE1 inh = blocks human APE1 abasic DNA cleavage; Potency, µM (titrated, usually from 65.8 µM), without a hit: at the top dose activity change, negative = inhibition, actives largely listed as inhibitors; 350,000 tested, 0.35% active; recombinant APE1, TAMRA/BHQ-2 abasic DNA cleavage fluorescence; P27695;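 further: potency means the concentration at half of the fitted maximal effect; plate controls were vehicle for no effect and reference inhibitor for full effect; nearly all actives have a fitted effect of over 55% in size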
# Target sequence (P27695 whole entry, looked up): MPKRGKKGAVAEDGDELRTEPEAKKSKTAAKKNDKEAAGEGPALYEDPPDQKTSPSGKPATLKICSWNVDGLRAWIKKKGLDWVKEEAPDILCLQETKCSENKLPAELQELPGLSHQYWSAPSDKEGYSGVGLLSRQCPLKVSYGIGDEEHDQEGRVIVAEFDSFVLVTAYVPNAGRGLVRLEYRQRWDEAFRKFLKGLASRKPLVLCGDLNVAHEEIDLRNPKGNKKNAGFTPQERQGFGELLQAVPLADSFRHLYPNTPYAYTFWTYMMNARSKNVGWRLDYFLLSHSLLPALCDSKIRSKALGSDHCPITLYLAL
#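 Endonuclease cleavage of a quenched abasic-site DNA duplex (50 nM) by APE1 (0.75 nM) was tracked by TAMRA dequenching. Compounds were preincubated with enzyme 15 min at room temperature; data normalized to buffer-only and DMSO wells plus NSC13755 control.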
# * marks the source's active call; other numbers are inactive results; ? = inconclusive; / = not tested or not shown; & = joins results of further samples; [ ] = another dose, or the depositor's remark. Unless noted, the call rests on the fitted dose curve; in most records, active means well fitted curve in the direction sought with a large enough effect; inconclusive means small, poorly fitted or top-dose-only effect, or another doubt; inactive means no such curve, though single readings can be large; an effect the other way counts as inactive or inconclusive.
# Below each SMILES – POLK inh	Pol eta inh	RGS4 inh	ERG-DNA inh	Anesthetic bind	12-LOX inh	LDHA block	POLB inh	APE1 inh
[1] O=C(CCCSc1ccccc1)Nc1nc(-c2ccccn2)cs1
→ -5%	-16%	?	7%	?	289%[activator]	2	-8%	1%
[2] NS(=O)(=O)c1cc(C(=O)OCC(=O)N2CCOCC2)ccc1Cl
→ 2%	-19%	-1%	8%	2%	-13%	-13	40%	18%
[3] Cc1c(NC2(c3nnnn3-c3ccc(Br)cc3)CCCCC2)c(=O)n(-c2ccccc2)n1C
→ -9%	0%	17%	-8%	-23%	-8%	-2	-1%	1%
[4] COc1ccc(C(=O)Nc2ccc3c(c2)nc(CCNC(=O)c2ccco2)n3C)cc1
→ -18%	-15%	2%	-3%	-4%	15%	-1	17%	1%
[5] N#Cc1c(-c2cccnc2)cc(-c2ccccc2)nc1N
→ 1%	0%	-2%	9%	69%[activator]	119%[activator]	-9	-24%	-2%
[6] Cc1ccc(N(C)C(=O)CC(C)S(=O)(=O)c2ccc3c(c2)NC(=O)CO3)cc1 (centres undefined)
→ -10%&-19%	5%&-11%	13%[11.4 µM]	1%&2%	-8%&-12%	7%&-17%	-9&-8	34%&0%	-6%
[7] NC(=O)C1=C[C@H](c2ccc(C(F)(F)F)cc2)C[C@H](OCCCCO)O1
→ 3%	-1%	-15%	5%	-12%	-24%	10	-20%	5%
[8] O=C(Nc1ccccc1)N1CCN(c2ncccn2)CC1
→ -2%	-3%	-42%	-1%	37%[activator]	-21%	-3	0%	-2%
[9] CC(C)Oc1ccc(CCc2n[nH]c(=S)n2Cc2ccccc2)cc1
→ -16%	-16%	-15%	/	-12%	?	-6	-1%	-7%
[10] Cc1cc(C)cc(C(=O)NC(CC(N)=O)c2ccc(N3CCC(Cc4ccccc4)CC3)c([N+](=O)[O-])c2)c1 (centres undefined)
→ 4%	-17%	-24%	-14%	-5%	-5%	-1	5%	3%

# Below each SMILES – POLK inh	Pol eta inh	RGS4 inh	ERG-DNA inh	Anesthetic bind	12-LOX inh	LDHA block	POLB inh	APE1 inh
[11] O=S(=O)(c1ccc(Cl)cc1)N1CCCN(c2ccc(C(F)(F)F)cn2)CC1
→ -5%	-23%	-14%	-4%	37%[activator]	0%	-2	-1%	-12%
[12] O=C(COC(=O)c1cnccn1)Nc1ccccc1-c1ccccc1
→ -3%	3%	0%	/	/	-25%	-3	/	35%
[13] Cc1cccn2c(CNCCSc3nccn3C)c(C(=O)N3CCCCC3)nc12
→ 5%	-5%	-6%	-7%	8%	1%	-3	-4%	11%
[14] N#CCCn1cnc2c(=S)nc[nH]c21
→ -2%[60.1 µM]	-8%	-8%	/	-3%	?	1	7%	-7%
[15] Cc1nc2nc(Cc3ccccc3)nn2c(C)c1Cl
→ -8%	0%	17%	-1%	-13%	11%	-13	7%	0%
[16] N#Cc1ccc(COC(=O)c2cnc(Cl)c(Cl)c2)cc1
→ 0%	13%	0%	4%	-5%	-8%	-17	2%	6%
[17] COc1ccc(CC(=O)N2CCN=C2SC)cc1
→ 4%	-15%	-11%	4%	-3%	0%	2	12%	-4%
[18] Cc1cccc(NC(=O)c2sc3nc4n(c(=O)c3c2C)N=C(c2ccc(F)cc2)CS4)c1C
→ -8%[60.1 µM]	-9%	26%	-3%	-11%	-17%	-3	18%	/
[19] CCc1[nH]nc(C(=O)N2CCCC(Nc3ccc(C(C)C)cc3)C2)c1C (centres undefined)
→ 5%	-19%	-19%	11%	-17%	66%[activator]	8	29%	-3%
[20] CCCN(CCC)CCCNC(=O)c1ccc2c(Cl)c3c(nc2c1)CCC3
→ -7%	-2%	11%	-2%	-6%	0%	-4	9%	58%[activator]

# Below each SMILES – POLK inh	Pol eta inh	RGS4 inh	ERG-DNA inh	Anesthetic bind	12-LOX inh	LDHA block	POLB inh	APE1 inh
[21] NS(=O)(=O)c1ccc(CNC(=O)C2(c3ccc(Cl)cc3)CC2)cc1
→ -4%	-3%	6%	-4%	-10%	-6%	-10	-12%	-3%
[22] O=C(Nc1cccc([N+](=O)[O-])c1)Nc1ccc(Cl)cn1
→ 5%	-21%	8%	-2%	-4%	-4%	-6	16%	-2%
[23] Cc1cn(C)c(CC(=O)NCc2ccc(Cl)cc2)c1C(=O)O
→ -3%[60.1 µM]	-8%	14%	2%	-4%	-23%	0	2%	/
[24] O=C(C1CCCN(c2ncccn2)C1)N1CCc2ccccc21 (centres undefined)
→ -9%	-16%	3%	0%	-18%	5%	-8	-3%	4%
[25] CCCCCn1c(=O)c2c(nc3n2CCN3c2ccc(Br)cc2)n(C)c1=O
→ -27%	-7%	1%	-2%	-10%	-14%	-7	?	/
[26] O=C(NN=Cc1ccccc1C(=O)O)c1ccc(NS(=O)(=O)c2cccs2)cc1
→ -5%	-13%	-22%	15%	/	-30%	-3	/	-7%
[27] COCCNc1nnc(SCC(=O)NC2CCCCC2)s1
→ -6%	-7%	3%	-3%	/	48%[activator]	-8	/	1%
[28] O=S1(=O)c2c(F)cccc2OC(COc2ccccc2)CN1CCc1ccc(F)cc1 (centres undefined)
→ -25%	-15%	15%	-1%	/	-4%	-9	/	/
[29] Cc1ccnc(NS(=O)(=O)c2ccc3c(c2)CCO3)c1
→ /	/	/	/	0%	0%	/	-6%	7%
[30] COc1ccccc1NC(=O)C1=C(C)Nc2nnnn2C1c1ccccc1OC (centres undefined)
→ -4%	-25%	-9%	7%	-3%	?	-2	-19%	4%

# Below each SMILES – POLK inh	Pol eta inh	RGS4 inh	ERG-DNA inh	Anesthetic bind	12-LOX inh	LDHA block	POLB inh	APE1 inh
[31] NS(=O)(=O)c1cccc(NC(=O)CSc2nnc(-c3ccccc3F)n2C2CC2)c1
→ 7%	-12%	-16%	-14%	-11%	-15%	-6	1%	6%
[32] CCC(SC1=N/C(=C/c2ccccc2OC)C(=O)N1c1ccccc1)C(=O)Nc1cc(C)on1 (centres undefined)
→ -2%	-5%	-18%	10%	-11%	1%	-3	2%	-7%
[33] NS(=O)(=O)c1ccc(CCNC(=O)c2ccc3nc(Cc4ccccc4)oc3c2)cc1
→ -6%[60.1 µM]	-16%	8%	-1%	-5%	-17%	-6	28%	/
[34] Cc1ccc(-n2ncc(C(=O)NCCCN3CCCCC3)c2C2CCN(C(=O)OC(C)(C)C)CC2)cc1
→ -5%	-10%	13%	6%	-10%	-11%	-5	28%	/
[35] CCOc1cc(/C=N/Nc2nc(-c3cccc(S(=O)(=O)N4CCCC4)c3)cs2)ccc1O
→ -10%	-20%	-34%	-3%	-22%	-14%	-6	0%	1%
[36] O=C(Nc1cccc2[nH]ncc12)c1ccc(F)cc1
→ -3%	-7%	-18%	-2%	-12%	0%	-6	-4%	-1%
[37] COCCN1CC(=O)N(c2cccc(C)c2C)C(c2ccc(Cl)cc2)C1=O (centres undefined)
→ -1%	-5%	-10%	-5%	-7%	-23%	-1	-15%	0%
[38] C=CCN=C1S/C(=C\c2ccc(Cl)cc2)C(=O)N1CC=C
→ -5%	-19%	-5%	-6%	6%	?	-1	1%	0%
[39] O=C(N/N=C/c1ccccc1C(F)(F)F)c1ccc2nc[nH]c2c1
→ -6%	0%	-24%[56.9 µM]	-3%	-10%	12%	-2	5%	-16%
[40] C/C(=C\c1ccccc1)C(=O)NCc1ccco1
→ 3%	-15%	0%	-4%	-7%	-4%	0	60%[activator]	14%
[41] CCOC(=O)c1c(SCCN2CCCCC2)n(-c2ccccc2)c(=S)n(-c2ccccc2)c1=O
→ -11%	-1%	-29%	/	/	-18%	-2	/	/
[42] CCCN(CC1CC1)C(=S)Nc1ccc(C(C)=O)cc1
→ -13%	-14%	14%	-5%	?	3%	-13	16%	0%

# Five structures out of the list, sorted by formula weight, high to low:
# Below each SMILES – POLK inh	Pol eta inh	RGS4 inh	ERG-DNA inh	Anesthetic bind	12-LOX inh	LDHA block	POLB inh	APE1 inh
[34] Cc1ccc(-n2ncc(C(=O)NCCCN3CCCCC3)c2C2CCN(C(=O)OC(C)(C)C)CC2)cc1
→ -5%	-10%	13%	6%	-10%	-11%	-5	28%	/
[31] NS(=O)(=O)c1cccc(NC(=O)CSc2nnc(-c3ccccc3F)n2C2CC2)c1
→ 7%	-12%	-16%	-14%	-11%	-15%	-6	1%	6%
[33] NS(=O)(=O)c1ccc(CCNC(=O)c2ccc3nc(Cc4ccccc4)oc3c2)cc1
→ -6%[60.1 µM]	-16%	8%	-1%	-5%	-17%	-6	28%	/
[39] O=C(N/N=C/c1ccccc1C(F)(F)F)c1ccc2nc[nH]c2c1
→ -6%	0%	-24%[56.9 µM]	-3%	-10%	12%	-2	5%	-16%
[38] C=CCN=C1S/C(=C\c2ccc(Cl)cc2)C(=O)N1CC=C
→ -5%	-19%	-5%	-6%	6%	?	-1	1%	0%

# Screening results as filed in PubChem.

# An excerpt; the hit share may differ from the screen's.
